ROC1-CUL1 inh – inhibitors of human ROC1-CUL1 ubiquitin ligase activity; E3 ubiquitin-protein ligase RBX1 (Homo sapiens) + Cullin-1 (Homo sapiens), P62877+Q13616; in vitro K48 di-Ub FRET, acceptor:donor ratio, 45 min; inhibition, % at 10 µM; hit rate 0.6% among 140,000; in the data active = inhibition above about 25%
Target sequence (P62877 whole entry, looked up): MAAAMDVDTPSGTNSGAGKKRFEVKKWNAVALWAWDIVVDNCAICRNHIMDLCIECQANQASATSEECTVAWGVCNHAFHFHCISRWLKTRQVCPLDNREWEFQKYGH
Target sequence (Q13616 whole entry, looked up): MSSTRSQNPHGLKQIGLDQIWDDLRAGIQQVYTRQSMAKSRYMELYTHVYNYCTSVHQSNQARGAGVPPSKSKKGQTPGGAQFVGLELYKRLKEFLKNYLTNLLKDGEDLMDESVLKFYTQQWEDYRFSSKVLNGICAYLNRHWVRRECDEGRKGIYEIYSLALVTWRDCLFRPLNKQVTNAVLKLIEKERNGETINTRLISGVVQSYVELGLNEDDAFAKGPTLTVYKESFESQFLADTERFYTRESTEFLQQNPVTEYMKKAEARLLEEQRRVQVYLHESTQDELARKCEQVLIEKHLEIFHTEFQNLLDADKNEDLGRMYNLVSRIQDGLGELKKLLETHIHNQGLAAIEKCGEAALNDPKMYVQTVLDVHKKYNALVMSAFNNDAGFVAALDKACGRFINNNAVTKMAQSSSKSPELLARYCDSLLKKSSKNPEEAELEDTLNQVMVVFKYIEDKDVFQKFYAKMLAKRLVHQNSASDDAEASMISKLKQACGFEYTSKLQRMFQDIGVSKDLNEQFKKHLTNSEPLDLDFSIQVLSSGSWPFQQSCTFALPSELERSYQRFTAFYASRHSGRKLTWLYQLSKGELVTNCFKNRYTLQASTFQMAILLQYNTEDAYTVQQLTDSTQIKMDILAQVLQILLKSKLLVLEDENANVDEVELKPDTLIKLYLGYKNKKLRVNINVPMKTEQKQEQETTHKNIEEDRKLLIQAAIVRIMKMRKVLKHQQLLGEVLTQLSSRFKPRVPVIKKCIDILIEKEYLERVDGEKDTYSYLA
* marks the source's active call; other numbers are inactive results. A portion of the library; rates above refer to the full screens.

#	molecule	ROC1-CUL1 inh
1	COC(=O)CC1C(=O)NCCN1C(=O)CCC1(Cc2ccc(-c3ccccc3)cc2)CCC(=O)N1 (stereo not given)	1
2	CN1CCC(CNc2nccc(-c3cnn(-c4ccc(Cl)cc4)c3)n2)C1 (stereo not given)	-2
3	Cc1nsc2ccc(Cl)cc12	4
4	c1ccc(Cc2nnc3sc(Cc4noc5ccccc45)nn23)cc1	8
5	CCOC(=O)c1ccccc1NC(=O)c1ccc(C(C)(C)C)cc1	1
6	O=C(Oc1ccc2c(c1)OCO2)c1ccccc1	-3
7	CSc1ccc(Sc2ccccc2CN(C)C)cc1	1
8	Cc1c(Cl)cccc1N=C1NC(=O)/C(=C/c2cc(O)ccc2Br)S1	5
9	Cc1ccc(-c2noc(C3CC(=O)N(c4ccc5c(c4)OCCO5)C3)n2)cc1 (stereo not given)	-11
10	C=CCOc1c(Br)cc(CNn2nnnc2N)cc1OCC	5
11	COCCn1cnc2cc(NC(=O)C3CCCCC3)cc(C(=O)N3CCN(c4ccccc4)CC3)c21	4
12	CCOc1ccccc1OCC(=O)Nc1nc(-c2ccc(Cl)cc2Cl)cs1	-14
13	COCc1cc(CNc2cc(C3CCNCC3)ncn2)[nH]n1	1
14	COC(=O)C1C(=O)CC(=O)CC1C (stereo not given)	-2
15	O=C(NCCCN1CCN(c2ccc(F)cc2)CC1)c1ccc2nc(CCc3ccccc3)oc2c1	-1
16	Cc1sc(NC(=O)c2ccccc2C(=O)O)c(C(N)=O)c1C	-3
17	O=C(O)C1CCCN1Cc1c[nH]c2ccccc12 (stereo not given)	-5
18	COc1ccc(C2C3=C(CC(C)(C)CC3=O)N(c3ccccc3)C(=N)C2C(=O)c2ccccc2)cc1 (stereo not given)	-2
19	COc1ccc2nc(C(C)O)[nH]c2c1 (stereo not given)	-6
20	Cc1ccc(C)c(N2CCn3c2nc2c3c(=O)n(CCCO)c(=O)n2C)c1	-1
21	Cc1nn(Cc2ccc(C(=O)Nc3ccc(C(=O)O)cc3)o2)c(C)c1Cl	0
22	Cc1cc(C)n(C(C[N+](=O)[O-])c2ccc(Cl)cc2)n1 (stereo not given)	-8
23	Cc1oc2nc3c(c(=O)n(C)c(=O)n3C)n2c1C	3
24	Cc1cc(C)c2c(NC(=O)c3ccccc3)n[nH]c2n1	3
25	Cc1ccc(NC(=O)CN2C(=O)CCn3nc(-c4cccn4C)cc32)cc1	-9
26	CCn1c2ccccc2n2c(SC(C)C(=O)O)nnc12 (stereo not given)	-5
27	Cc1cc(-c2cc(F)cc3c2OC(CNC(=O)c2ccco2)C3)ccc1F (stereo not given)	3
28	COc1ccc(CNC(=O)C(=O)Nc2cccc(C)c2C)cc1	2
29	COc1ccc(-n2ccnc2SCC(=O)Nc2cccc(OC)c2)cc1	4
30	CC(NC(=O)COc1ccc2c(c1)CCCC2)C(=O)N/N=C/c1ccco1 (stereo not given)	3
31	COc1cc(C)ccc1OCCSc1nnc(-c2cccs2)o1	3
32	CCCCn1cnc2c(c(-c3ccccc3)c(-c3ccccc3)n2Cc2ccccc2)c1=N	-2
33	Cc1ccc(CSc2nc3cccnc3n2Cc2ccc(C(=O)NCCc3cccs3)cc2)cc1	1
34	CC(=O)C(C(C)=O)C(c1ccc(Cl)cc1)c1ccc(Cl)cc1	-2
35	Cc1cc(NC(=O)CCNS(=O)(=O)c2ccc3c(c2)CCCC(=O)N3)ccc1Br	8
36	NC(=O)CNC(=O)c1ccc(OC2CCN(CCc3ccccc3)CC2)cc1	7
37	COc1ccccc1C1CC(=O)Nc2cc(C)c(C)cc21 (stereo not given)	-3
38	COc1ccccc1C(=O)Nc1ccccc1OCc1cc(=O)n2c(C)csc2n1	-9
39	Cc1c(C)c(CC(C)(C)C)c(C)c(C)c1CC(C)(C)C	-3
40	COc1cc(Br)c(CCC(=O)O)cc1O	8
41	Cc1cc(NC(=O)c2ccco2)cc(-c2nc3cc(Cl)ccc3o2)c1O	-12
42	Cc1nc2cc(-c3ccccc3)nn2c(C)c1CCC(=O)N1CCN(c2ccccc2)CC1	-5
43	CCOC(=O)CN1CCCC1=C(C#N)C#N	0
44	O=C(c1ccccc1)c1ccc(/C=C/c2ccc(C(=O)c3ccccc3)cc2)cc1	-7
45	CC(C)C1C(=O)NC(=S)N1S(=O)(=O)c1ccc(C(C)(C)C)cc1 (stereo not given)	8
46	Cc1sc2nc(SCc3ccc(Cl)cc3)n(N)c(=O)c2c1C	-3
47	COc1ccc(-c2cc(C(F)(F)F)nc(S(=O)(=O)CCCC(=O)Nc3cccc(O)c3)n2)cc1OC	5
48	O=[N+]([O-])c1cccc(S(=O)(=O)n2nnc3ccccc32)c1	-1
49	COC(=O)C1CCN(C(=O)c2oc3c(C)c(C)ccc3c2C)CC1	-2
50	CCCS(=O)(=O)N1CCC(N2CCN(Cc3ccc(F)cc3)C(=O)C2=O)CC1	-14
51	O=C1CN(C(=O)C2(N3CCCCC3)Cc3ccccc3C2)CCN1	19
52	CC1=NC(=S)NC(c2ccc(Cl)cc2Cl)C1C(=O)Nc1ccccc1 (stereo not given)	2
53	COc1ccccc1-c1nc2c(c(SCC(=O)Nc3ccc(C)c(C)c3)n1)Cc1c(CO)cnc(C)c1O2	-6
54	COCCCN1C(=O)CC(CC(=O)NCc2cccc(OC)c2OC)(c2ccccc2C)C1=O (stereo not given)	-1
55	CCOC(=O)c1cc(S(=O)(=O)N2CCN(c3cc(C)ccc3C)CC2)[nH]n1	5
56	COC(=O)c1ccc(NC(=O)C(C(C)C)N2C(=O)c3ccccc3C2=O)cc1 (stereo not given)	3

Additional compounds follow.
#	molecule	ROC1-CUL1 inh
57	COc1ccccc1-c1cc2nc(C)c(CCC(=O)NCCc3ccc(SC)cc3)c(C)n2n1	7
58	Cc1nnc(NC(=O)NCCn2nc(-c3ccccc3)ccc2=O)s1	-9
59	CCOC(=O)C1(C)CC(=Nc2ccc(OC)cc2)C(=O)N1c1ccccc1 (stereo not given)	6
60	COc1cccc(C2=NS(=O)(=O)N(C)C(C(=O)Nc3ccccc3SC)=C2)c1	3
61	CCN1C(=O)S/C(=C\c2ccccc2Sc2ccccc2)C1=O	-8
62	CCOc1ccc(CCNC(=O)C2CCCN(S(=O)(=O)N(C)c3ccc(F)cc3)C2)cc1 (stereo not given)	2
63	COc1ccc(Cl)cc1NC(=O)c1nc(S(C)(=O)=O)ncc1N(Cc1ccc(C)cc1)Cc1ccco1	8
64	COc1cccc(CNC(=O)C2CCC(CNS(=O)(=O)c3cccs3)CC2)c1 (stereo not given)	-15
65	COc1ccc(-c2onc(C)c2C)cc1S(=O)(=O)N1CCc2ccccc21	-5
66	COc1ccccc1-n1c(=O)c2c3c(sc2n2c(SCC(=O)c4ccccc4)nnc12)CCC3	-7
67	COc1cc(C2Nc3ccccc3C(=O)N2c2ccccc2)c(Br)cc1OCC(=O)O (stereo not given)	1
68	S=C1NCCN1CCOc1ccccc1	16
69	Cc1oc(-c2ccccc2F)nc1Cn1c(SCc2cccc(Cl)c2)nc2ccncc21	12
70	Cc1ccc(-n2c(SCC(=O)N3CCC(C)CC3)nc3c([nH]c4ccccc43)c2=O)cc1	-5
71	Cc1ccc2nc(-c3ccc(NC(=O)c4c(Br)cnn4C)cc3)sc2c1	8
72	c1ccc2cc3[nH]c(CN4CCCCC4)nc3cc2c1	-1
73	CC[n+]1c(SC)sc2ccccc21	-6
74	Cc1ccc2c(c1)N(Cc1ccc(F)cc1Cl)C(=O)C(C)O2 (stereo not given)	10
75	CSC[n+]1cc(C(=O)c2ccccc2)ccc1N	2
76	Cn1c(=O)c2c(nc(N3CCOCC3)n2Cc2ccc(Br)cc2)n(C)c1=O	1
77	O=C(NC1CCCC1)c1ccc(N2CCC(NCc3cccc(F)c3F)CC2)cc1	-3
78	CCOC(=O)c1sc2cccc(F)c2c1N	-2
79	COCCN1CCN(C(=O)CC2(c3ccccc3C)CC(=O)N(Cc3cccnc3)C2=O)CC1 (stereo not given)	-6
80	CCOC(=O)C1=C(c2ccccc2)N=c2s/c(=C/c3ccccc3O)c(=O)n2C1c1ccc2c(c1)OCO2 (stereo not given)	0
81	CC1=CC2=NC(=O)CC(C)(C(=O)O)N2C=C1 (stereo not given)	-3
82	Cc1ncc2c(c1CNC(=O)c1ccsc1)CCN(C(=O)c1ccc(N3CCCCC3)cc1)C2	5
83	CCOC(=O)c1ncccc1NC(=O)CC(=O)Nc1cccnc1C(=O)OCC	7
84	Cn1c(-c2ccc(F)cc2)c[n+]2cc(Cl)ccc12	-1
85	Cc1ccc(C(=O)N2CC(=O)Nc3ccc(Br)cc3C2c2ccc(F)cc2)cc1C (stereo not given)	3
86	CC1CCN(S(=O)(=O)Nc2ccc(F)cc2)CC1	-6
87	Cc1ccc(CNC(=O)C2CCN(c3nn4cc(-c5ccc(F)cc5)nc4s3)CC2)cc1	-4
88	O=C(Nc1ccc(NC(=O)c2cccs2)cc1)c1ccc(Cl)cc1	6

In the list so far, these have a nitro group on carbon:
#	molecule	ROC1-CUL1 inh
22	Cc1cc(C)n(C(C[N+](=O)[O-])c2ccc(Cl)cc2)n1 (stereo not given)	-8
48	O=[N+]([O-])c1cccc(S(=O)(=O)n2nnc3ccccc32)c1	-1

Continued.
#	molecule	ROC1-CUL1 inh
89	CC12COC3(C(=O)NCCc4ccccc4)CC1CCC32C (stereo not given)	17
90	O=[N+]([O-])c1ccc(N=Nc2ccccn2)cc1	2
91	CN(C)C(=O)c1ccc(F)c(S(=O)(=O)N2CCOCC2)c1	4
92	Cc1ccc(NC(=S)N2CCN(C(=O)C3CCCO3)CC2)c(C)c1 (stereo not given)	3
93	COc1cc(/C=N/NC(=O)CSc2nc3ccccc3o2)ccc1OC(=O)c1cccc(F)c1	1
94	O=C1NC(=S)SC(c2ccccc2)C1c1ccccc1 (stereo not given)	-3
95	COC(=O)C1CCN(Cc2nc(-c3ccc(C)o3)oc2C)CC1	4
96	Cc1ccccc1-n1ncc(C(C)NC(=O)CC2CC2)c1C (stereo not given)	-2
97	COCCn1c(-c2ccccn2)nc2cc(NC(C)=O)cc(C(=O)NCCc3ccc(F)cc3)c21	9
98	Cc1ccc(Nc2c(-c3ccccc3O)nc3ccc(Br)cn23)cc1	-8
99	COc1ccc(-c2cc(C(=O)N3CCN(c4ccc(F)cc4)CC3)no2)cc1OC	-2
100	Cc1ccsc1S(=O)(=O)N1CCc2[nH]nc(C3CCCC3)c2C1	0
101	CC1(C)C(=O)OC(c2ccc(Cl)cc2Cl)C2(CCCCC2)C1=O (stereo not given)	-6
102	O=S(=O)(c1ccc(-c2csc(=Nc3ccccc3)n2-c2ccccc2)cc1)N1CCCC1	0
103	C=CCSc1nnc(CSc2nc3ccccc3c(=O)n2CC=C)n1-c1ccccc1	11
104	Cc1ccc(NC(=O)/C(C#N)=C/c2ccc(-c3cccc([N+](=O)[O-])c3)o2)cc1	-2
105	Cc1ccc(Cc2nc3ccccc3nc2SCC(=O)N2CCc3ccccc32)cc1	6
106	Cc1sc(NC(=O)C(C)C)nc1-c1ccccc1	18
107	CCOc1cc(C)c(Cl)cc1S(=O)(=O)n1nc(C)cc1C	0
108	O=C1c2cccc3cccc(c23)C(=O)N1n1cnnc1	14
109	Nc1c(C(=O)Nc2ccc(Cl)cc2)sc2nc3c(cc12)CCC3	1
110	Cc1ccc(Nc2nc(-c3ccccc3)cc(=O)[nH]2)cc1C	3
111	CC(C)(C)C(=O)N1CCN(c2ccc(NC(=O)c3ccccc3F)cc2Cl)CC1	-5
112	c1ccc(N2CCN(c3ncnc4c3nc3n4CCCC3)CC2)cc1	-6
113	O=C(Oc1c(Cl)cc(NS(=O)(=O)c2ccccc2)c2ccccc12)c1ccccc1	0
114	CC1=C(C(=O)OCC(C)C)C(c2ccc([N+](=O)[O-])cc2)NC(=O)N1C (stereo not given)	-4
115	CCOC(=O)N1CCN([C@H]2CN(C(=O)c3ccc(OC)cc3)C[C@@H]2O)CC1	-3
116	CC(=O)Nc1ccc(N2CCN(C(=O)CC(C)C)CC2)c(Cl)c1	8
117	COc1ccc2nc3cc(Cl)ccc3c(Nc3ccc(-c4ccc(N)cc4)cc3)c2c1	0
118	COCCNC(=O)c1cnc2sc3c(n2c1=O)CCCC3	6
119	Cc1cnc(C)c(-c2cccc(-c3ccn(Cc4cc(C)on4)n3)c2)n1	-2
120	O=C(NCCCN1CCCCCC1)c1ccc2c(c1)sc1nc(-c3ccccc3)cn12	-15

Given field by field: three of the compounds above.
115	CCOC(=O)N1CCN([C@H]2CN(C(=O)c3ccc(OC)cc3)C[C@@H]2O)CC1
  ROC1-CUL1 inh: -3

116	CC(=O)Nc1ccc(N2CCN(C(=O)CC(C)C)CC2)c(Cl)c1
  ROC1-CUL1 inh: 8

117	COc1ccc2nc3cc(Cl)ccc3c(Nc3ccc(-c4ccc(N)cc4)cc3)c2c1
  ROC1-CUL1 inh: 0

Other results:
#	molecule	ROC1-CUL1 inh
121	CCCOc1ccc(S(=O)(=O)NNC(=O)COc2ccccc2C)cc1	-2
122	CSc1ccccc1C(=O)NCc1c(C)ncc2c1CCN(C(=O)c1snnc1C)C2	1
123	COc1cccc(C(=O)COC(=O)c2ccc(NC(C)=O)cc2)c1	6
124	COc1cc(CNc2ccc(C)cc2)ccc1OCC(=O)Nc1cccc(C)c1	-7
125	COc1cccc(NC(=O)C(Cc2ccccc2)N2Cc3ccccc3C2=O)c1 (stereo not given)	-5
126	CCc1nc2nc(C)c(Cc3ccc(C(C)C)cc3)c(=O)n2[nH]1	-1
127	O=S1(=O)NC(c2ccccc2)(c2ccccc2)c2ccccc21	-4
128	COc1ccc(NC(=O)Cn2nnc(C(=O)Nc3ccc(C)c(F)c3)c2N)cc1Cl	-4
129	CCc1sc(NC(=O)OC)nc1-c1ccccc1	6
130	CCCSc1nc2c(c(=O)n1CC)C1(CCCC1)Cc1ccccc1-2	1
131	COC(=O)CSc1nc2sc3c(c2c(=O)n1-c1ccccc1)CC(C(C)C)OC3 (stereo not given)	8

Reformatted with each value named: entries from further up.
[103] C=CCSc1nnc(CSc2nc3ccccc3c(=O)n2CC=C)n1-c1ccccc1
  ROC1-CUL1 inh: 11
[19] COc1ccc2nc(C(C)O)[nH]c2c1 (stereo not given)
  ROC1-CUL1 inh: -6
